Bioassay records: PubChem, several laboratories
FadD28 binding: blocks FadD28 binding to the bisubstrate probe; fluorescence polarization; inhibition, % at 12.5 µM; 360,000 compounds, 0.22% hits; in the data active = inhibition above about 8.5%, passing the limit was not always enough; inconclusive = no clear call, values can overlap the other calls
PrPC TRFRET: reduces human prion protein on the cell surface | P04156 | cell surface PrPC, TR-FRET read-out | inhibition, % at 13.8 µM | 370,000 compounds, 0.43% hits | AID 720596; in the data active = inhibition above about 24%; note: 0% = median of the test wells and 100% = reference compound wells
CCHF vOTU inh: blocks the CCHF virus ovarian tumor domain protease | inhibition, % at 11.5 µM | 370,000 compounds, 0.55% hits | AID 651958 | CCHFV vOTU protease, Pep-AMC fluorescence; in the data active = inhibition above about 30%; note: 0% = vehicle wells with enzyme and 100% = no enzyme wells
Y pestis TopoI: blocks Yersinia pestis topoisomerase I activity; Y. pestis Topo-I cleavage product accumulation, plate reader; activity, % at 10 µM; AID 504884; 360,000 compounds, 0.064% hits; in the data active = activity above about 50%, passing the limit was not always enough; inconclusive = no clear call, values can overlap the other calls; note: inactives centre near 2
BoNT-A LC inh2: blocks Botulinum neurotoxin A light chain protease; 360,000 compounds, 0.17% hits; multiplex microsphere protease substrate cleavage, flow cytometry; inhibition, % at 10 µM; note: plate controls were buffer without enzyme for full effect and enzyme alone for no effect
Anthrax LF prot: blocks Bacillus anthracis lethal factor protease | P15917 | multiplex microsphere protease cleavage assay, LF | inhibition, % at 10 µM | 360,000 compounds, 0.12% hits; note: plate controls were buffer without enzyme for full effect and enzyme alone for no effect
PfHsp40 yeast: restores yeast growth despite PfHsp40 toxicity; S. cerevisiae expressing PfHsp40, growth rescue, ATP luminescence; growth rescue, % at 12.5 µM; 340,000 compounds, 0.68% hits; in the data active = growth rescue above about 28%, passing the limit was not always enough; inconclusive = no clear call, values can overlap the other calls;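 note: yeast W303a lacking pdr1 and pdr3 grown in galactose medium; growth measured after three days at 30 °C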
TcdB inh: TcdB glycohydrolase inhibition; P18177; TcdB glycohydrolase enzymatic assay, plate reader; inhibition, % at 9.99 µM; 350,000 compounds, 0.24% hits; AID 652162; in the data active = inhibition above about 10%
Target sequence (P18177 whole entry, looked up): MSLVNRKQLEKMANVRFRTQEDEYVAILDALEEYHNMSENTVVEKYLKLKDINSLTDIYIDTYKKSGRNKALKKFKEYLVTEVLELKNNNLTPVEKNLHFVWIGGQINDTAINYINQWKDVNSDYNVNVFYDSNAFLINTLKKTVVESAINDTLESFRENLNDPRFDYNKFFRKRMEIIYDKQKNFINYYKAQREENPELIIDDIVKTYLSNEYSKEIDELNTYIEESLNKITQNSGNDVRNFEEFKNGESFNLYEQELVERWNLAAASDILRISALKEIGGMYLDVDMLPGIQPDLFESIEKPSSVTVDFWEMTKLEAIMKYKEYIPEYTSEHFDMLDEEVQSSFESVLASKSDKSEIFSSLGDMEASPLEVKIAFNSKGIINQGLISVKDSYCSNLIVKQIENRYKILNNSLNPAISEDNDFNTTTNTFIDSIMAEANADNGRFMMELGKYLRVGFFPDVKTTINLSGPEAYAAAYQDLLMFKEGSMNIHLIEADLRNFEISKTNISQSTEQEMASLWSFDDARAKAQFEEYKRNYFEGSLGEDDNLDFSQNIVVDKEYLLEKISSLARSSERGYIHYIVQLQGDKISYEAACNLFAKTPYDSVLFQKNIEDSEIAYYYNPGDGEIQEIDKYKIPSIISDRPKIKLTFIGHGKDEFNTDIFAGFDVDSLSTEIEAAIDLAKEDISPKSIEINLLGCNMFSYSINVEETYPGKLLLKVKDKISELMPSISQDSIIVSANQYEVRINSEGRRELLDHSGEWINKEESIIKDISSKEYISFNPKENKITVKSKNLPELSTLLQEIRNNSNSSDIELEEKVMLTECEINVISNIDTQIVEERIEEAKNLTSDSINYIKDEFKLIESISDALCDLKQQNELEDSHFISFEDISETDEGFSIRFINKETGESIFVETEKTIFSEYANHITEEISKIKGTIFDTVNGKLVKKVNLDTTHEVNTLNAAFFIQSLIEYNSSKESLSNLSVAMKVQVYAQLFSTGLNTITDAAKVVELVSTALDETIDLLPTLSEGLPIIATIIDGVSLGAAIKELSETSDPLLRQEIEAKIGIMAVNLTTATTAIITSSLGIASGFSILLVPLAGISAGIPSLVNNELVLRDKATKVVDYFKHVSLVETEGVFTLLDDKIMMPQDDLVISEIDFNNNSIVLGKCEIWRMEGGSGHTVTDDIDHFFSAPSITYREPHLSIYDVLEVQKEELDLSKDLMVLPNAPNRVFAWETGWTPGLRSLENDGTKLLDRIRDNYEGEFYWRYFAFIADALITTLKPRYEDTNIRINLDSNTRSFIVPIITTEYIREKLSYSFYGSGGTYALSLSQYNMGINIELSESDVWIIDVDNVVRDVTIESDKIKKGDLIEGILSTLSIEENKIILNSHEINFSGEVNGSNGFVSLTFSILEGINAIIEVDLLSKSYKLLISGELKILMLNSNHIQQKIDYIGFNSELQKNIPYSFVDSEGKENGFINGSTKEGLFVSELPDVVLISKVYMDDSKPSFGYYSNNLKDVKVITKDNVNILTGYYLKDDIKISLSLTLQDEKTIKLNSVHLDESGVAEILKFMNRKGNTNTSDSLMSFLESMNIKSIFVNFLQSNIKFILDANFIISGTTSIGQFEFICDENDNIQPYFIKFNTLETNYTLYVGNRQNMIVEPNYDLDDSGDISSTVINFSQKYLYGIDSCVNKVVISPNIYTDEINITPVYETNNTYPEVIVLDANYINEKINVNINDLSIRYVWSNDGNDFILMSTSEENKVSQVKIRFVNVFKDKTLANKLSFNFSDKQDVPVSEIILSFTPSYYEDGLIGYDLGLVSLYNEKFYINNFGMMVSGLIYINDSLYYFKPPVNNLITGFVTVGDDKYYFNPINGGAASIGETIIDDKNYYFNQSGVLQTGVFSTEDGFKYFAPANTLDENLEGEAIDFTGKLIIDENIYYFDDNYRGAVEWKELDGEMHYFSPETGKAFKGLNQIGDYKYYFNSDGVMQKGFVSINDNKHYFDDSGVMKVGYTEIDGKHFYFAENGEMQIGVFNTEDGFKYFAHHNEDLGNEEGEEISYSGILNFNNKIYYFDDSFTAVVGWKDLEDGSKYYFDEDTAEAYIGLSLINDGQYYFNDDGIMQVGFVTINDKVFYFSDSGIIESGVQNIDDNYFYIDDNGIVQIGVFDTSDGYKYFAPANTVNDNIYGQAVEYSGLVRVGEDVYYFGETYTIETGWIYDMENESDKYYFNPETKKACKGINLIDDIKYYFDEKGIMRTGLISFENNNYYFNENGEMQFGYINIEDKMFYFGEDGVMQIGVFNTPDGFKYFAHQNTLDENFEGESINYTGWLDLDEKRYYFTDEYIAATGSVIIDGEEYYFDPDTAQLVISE
BoNT F protease: BoNT F light chain protease inhibition; 360,000 compounds, 0.22% hits; inhibition, % at 10 µM; Multiplex microsphere protease cleavage assay, flow cytometry; in the data active = inhibition above about 35%, passing the limit was not always enough; inconclusive = no clear call, values can overlap the other calls; note: plate controls were buffer without enzyme for full effect and enzyme alone for no effect
Starred values were filed as active, the others as inactive; ? = inconclusive; · = not tested or not shown; & = joins results of further samples. Cut-off read from the data, not from the text of the source, unless noted: active = inhibition above about 30%; inconclusive = no clear call, values can overlap the other calls; inactive = below that.

Sequence of screens: BoNT F protease, PfHsp40 yeast, CCHF vOTU inh, Anthrax LF prot, TcdB inh, BoNT-A LC inh2, PrPC TRFRET, FadD28 binding, Y pestis TopoI
> O=S(=O)([N-]c1nc2ccccc2nc1-n1cc[n+](Cc2ccccc2)c1)c1ccccc1
 : ?, 1.3, -20, 7, 2.3, 2.3, -3, -1.1, 6
> Cc1ccc(S(=O)(=O)N2CCN(c3ncnc4scc(-c5ccccc5)c34)CC2)cc1
 : -12, 3.3, 13, 2, -0.5, -0.7, -5, 1.0, 1
> CCCOC1CCCN(C(=O)c2ccc(OC3CCN(C(=O)COC)CC3)cc2)C1 (stereo not given)
 : 1, 0.1, -2, -5, -1.2, 2.2, -4, -1.9, -7
> CCCCn1c(=O)c(C(=O)Nc2ncccc2C)c(O)c2ccccc21
 : ?, ?, 17, 2, 1.4, -3.3, -10, -1.2, 33
> O=C(N1CCN(c2cccc(Cl)c2)CC1)C1(S(=O)(=O)c2ccc(Cl)cc2)CC1
 : 10, 83*, -8, -1, ·, -0.4, -9, -3.6, 9
> COc1ccc(NC(=S)N2c3ccccc3CC2C)cc1OC (stereo not given)
 : 0, 1.2, 6, 2, 1.9, -1.1, -7, -2.9, -17
> Cc1cc(Nc2ccccc2)c2c([N+](=O)[O-])ccc(C)c2n1
 : -5, -1.0, 5, -1, ·, 0.0, -4, -4.0, -13
> Nc1ncnc2c1ncn2C1CCC(CO)C(O)C1 (stereo not given)
 : 3, -1.1, -16, -1, 1.6, -0.7, -2, 0.5, 6
> CS(=O)(=O)N1CCN(c2ccc([N+](=O)[O-])c(N3CCOCC3)c2)CC1
 : ·, -0.1, 13, ·, ·, ·, -21, 0.9, -8
> Cc1ccc(-n2c(CSc3nc(C)cc(C)n3)nnc2SCC(=O)NCc2ccco2)cc1
 : 2, -0.5, -7, -1, ·, ?, 0, -3.3, 14
> COc1ccc(Cl)cc1NC(=O)NC1CCCCC1
 : 0, 1.0, 4, -4, ·, -0.3, 4, -1.9, -1
> O=C(N/N=C/c1ccc(OCC2COCCO2)cc1)c1ccc(Br)cc1 (stereo not given)
 : 0, -1.2, 6, -2, 2.5, 0.3, -1, -0.4, 2
> CCOC(=O)c1c(NC(=O)COC(=O)c2ccc(O)cc2)sc(C(=O)N(C)C)c1C
 : -1, 2.2, 14, -2, -0.7, -1.1, -5, -4.3, 2
> COc1ccccc1N(CC(=O)NCc1ccccc1)C(=O)CCC(=O)Nc1ccccn1
 : -24, 0.0, -1, -3, ·, -0.9, -5, 2.6, 9
> Cc1ccc(C(=O)Nc2ncnc3sc4c(c23)CCCCC4)cc1
 : -14, 2.0, -7, -11, ·, 0.1, 3, -0.8, 7
> COc1cc(C=C(C#N)C(=O)c2ccccc2)cc(OC)c1OC
 : -6, ·, -1, -14, 0.3, -0.1, 6, -2.7, ·
> Cn1c(=O)c2c(SCC(=O)N3CCN(c4ccccc4)CC3)nc(C3CC3)nc2n(C)c1=O
 : -9, -0.6, 8, -2, 0.6, -0.2, 7, 2.1, 4
> O=C(NNC(=O)c1ccc2nc[nH]c2c1)c1ccccc1
 : 4, -1.5, -3, 2, 0.2, 0.2, -4, -3.7, 4
> CCCN1CCN(C(=O)CCn2c(=O)c3cccn3c3cccnc32)CC1
 : -42, -0.2, 8, 2, -1.1, -16, 0, -1.2, -6
> Cc1cc(C)cc(OC(C)C(=O)Nc2ccc(S(=O)(=O)Nc3cc(C)nc(C)n3)cc2)c1 (stereo not given)
 : 8, 0.2, ·, -5, ·, 0.9, ·, -2.3, 10

The closing 2 records of the section before come first, to join the parts:
Sequence of screens: BoNT F protease, PfHsp40 yeast, CCHF vOTU inh, Anthrax LF prot, TcdB inh, BoNT-A LC inh2, PrPC TRFRET, FadD28 binding, Y pestis TopoI
> CCCN1CCN(C(=O)CCn2c(=O)c3cccn3c3cccnc32)CC1
 : -42, -0.2, 8, 2, -1.1, -16, 0, -1.2, -6
> Cc1cc(C)cc(OC(C)C(=O)Nc2ccc(S(=O)(=O)Nc3cc(C)nc(C)n3)cc2)c1 (stereo not given)
 : 8, 0.2, ·, -5, ·, 0.9, ·, -2.3, 10
> c1ccc(CNC2=NCCC2)nc1
 : 8, 0.7, -2, 1, ·, -0.9, 3, -0.5, -1
> COc1ccccc1N1CCN(S(=O)(=O)c2ccc(Cl)cc2)CC1
 : -9, 2.2, -1, 5, 1.0, 0.9, 0, -0.1, 1
> CC1CCN(CC(O)COCCOc2ccc(Br)cc2)CC1 (stereo not given)
 : -5, 0.0, -6, 2, ·, -0.1, 0, -0.5, -3
> COc1cc(C(=O)Nc2ccc(C)cn2)ccc1OCC(=O)N1CCOCC1
 : -7, -1.3, -1, -17, 0.3, -0.2, 4, -1.7, 1
> CCOc1cc(CNc2ccc3c(c2)CCC3)ccc1O
 : -6, -1.2, 3, -3, ·, 0.2, 4, -1.5, -2
> CCC(Sc1nc2cc(OC)c(OC)cc2c(=O)n1CCc1ccc(S(N)(=O)=O)cc1)C(=O)NCCOC (stereo not given)
 : -3, -0.6, 10, -7, 1.2, -0.3, 0, -0.5, 17
> O=S(=O)(c1ccc(OCC(O)CN2CCC(Cc3ccccc3)CC2)cc1)N1CCOCC1 (stereo not given)
 : 0, -0.9, -13, -3, 0.9, 0.2, 3, 0.5, 5
> CC(C)(C)NC(=O)COc1ccccc1C#N
 : -2, -1.9, -11, -5, 0.8, 0.7, -1, -0.1, 3
> O=C1C(Cl)=C(Oc2ccccc2)C(=O)c2ccccc21
 : 3, 24, 6, -2, 0.5, 0.3, -19, -2.0, -16
> O=C(O)CCC(=O)Nc1sc2c(c1C(=O)NC1CCCC1)CCCC2
 : 2, -0.1, 7, -14, 1.3, 0.2, -3, -2.0, 4
> CCCCN(C(=O)c1ccncc1)c1c(N)n(CCC)c(=O)[nH]c1=O
 : -6, -1.1, 14, -2, 0.9, -0.1, -5, -1.9, -3
> CCCCCCSc1ccc([C@@H]2[C@H]3C(=O)N(C)C(=O)[C@H]3[C@]3(C(=O)OC)CCCCN23)cc1
 : -6, 6.3, 17, -5, 0.4&0.0, -0.6, -2, -0.4, 11
> N#Cc1cnc2c(-c3ccccc3)c(-c3ccccc3)nn2c1N
 : -5, 0.8, -19, -3, -0.2, -1.1, -2, -0.8, -1
> CC(=O)Nc1ccc(-c2nc3ccc(NC(C)=O)cc3o2)cc1
 : 10, -0.4, -232, 13, 1.3, 0.5, -4, -0.4, 4
> COc1ccc(/C=C/c2nc3ccccc3n2Cc2ccc(OC)c(OC)c2)cc1
 : 6, -0.1, -1, 0, 2.4, 0.2, 11, -2.4, -3
> COc1ccc(N2CCN(Cc3nnc(-c4ccccc4)o3)CC2)cc1
 : -2, -0.6, -4, 2, ·, 0.0, 8, 0.2, -4
> Cc1ccc(S(=O)(=O)NC(=O)C2(C)CCN2C(=O)Cc2ccc(C(C)(C)C)cc2)nc1 (stereo not given)
 : -4, ·, -3, -8, -0.8, -0.3, 12, -3.0, 0
> CC(C)[C@H]1CN=C2N(C[C@H](C)NC(=O)CCC3CCCCC3)[C@H](Cc3ccc(O)cc3)CN21
 : -14, -0.7, 9, -2, 1.0, -0.3, -4, -4.1, 5
> Cc1ccc(C2=[N+]([O-])C3(CCCCC/C3=N\O)N(O)C2(C)C)o1 (stereo not given)
 : -24, -0.7, 16, -2, ·, 1.0, 1, -1.4, -1
> C=CCN(CC=C)S(=O)(=O)c1ccc2nc(NC(=O)C(C)C)sc2c1
 : 1, 0.6, 6, 2, ·, -0.2, 11, -3.7, 4
> O=C(CCS(=O)(=O)c1cccc2nonc12)NCc1ccc(Cl)cc1
 : -7, -1.4, -5, -1, -1.0, 0.1, -35, 1.2, 3
> Cc1cc2nc(C(C)(C)C)c(Cc3ccsc3)n2c(C)c1Br
 : -2, ·, 12, 2, -7.3, 0.4, 6, ·, ·
> CN(CC(=O)Nc1ccc(F)cc1[N+](=O)[O-])C1CCS(=O)(=O)C1 (stereo not given)
 : 3, -1.5, 1, -1, -0.6, 0.0, -24, -2.5, -3
> Cc1ccc(NC(=O)c2ccc(S(=O)(=O)N3CCC(C)CC3)cc2)nc1
 : -9, -0.8, -2, 0, 1.3, -3.3, -3, -0.6, 12
> CC(=O)N1CCCc2cc(S(=O)(=O)N3CCCC(C(=O)NCc4ccccc4Cl)C3)ccc21 (stereo not given)
 : 3, 0.5, 16, 0, 1.5, -0.3, 16, -1.8, 30
> CC(C)C(=O)Nc1cccc(NC(=O)c2ccc([N+](=O)[O-])cc2Cl)c1
 : 1, 0.1, 6, -1, -1.0, -0.4, -4, -0.4, -2
> O=C(COc1ccc(Br)cc1Br)NC(=S)Nc1cccc(CO)c1
 : -1, 1.2, 1, 2, ·, -0.2, 5, -0.7, -1
> CCN(CC(=O)Nc1ccccc1OC)C(=O)CSCc1ccc(C)cc1
 : 1, -0.4, 8, -3, 0.0, 1.5, 9, ·, 1
> COCCN1CC(O)=C(c2nc3ccccc3c(=O)[nH]2)C1=N
 : -27, 0.3, 3, -1, ·, -0.2, 5, 0.1, -7
> COc1ccccc1CNc1nc2cc(-c3ccc(OC)c(OC)c3)sc2c(=O)n1C
 : -8, ·, -10, -6, -0.6, 0.6, -2, -2.9, 32
> COCCN1C(=O)c2oc3ccccc3c(=O)c2C1c1cccc(O)c1 (stereo not given)
 : -4, 0.0, -2, -4, 2.4, 0.0, 1, -4.5, 7
> CCOC(=O)C1=C[C@@H](c2ccccc2)N(S(=O)(=O)c2ccc(C)cc2)[C@H]1c1ccc(F)cc1
 : -1, ·, 18, -9, 0.6, -0.2, 4, -1.9, ·
> COCCOC(=O)c1[nH]c2c(c1C)C(=O)CC(c1cc(OC)ccc1OC)C2 (stereo not given)
 : -5, -0.8, 2, 0, -9.5, 0.3, 2, 0.6, -2
> O=C(NNC(=S)NCc1ccccc1)c1ccc(OC(F)F)cc1
 : 6, 0.8, -11, -1, -1.1, 0.7, 8, -0.8, -6
> O=C(O)C(=Cc1cc2c(cc1[N+](=O)[O-])OCO2)c1cc2c(cc1Br)OCO2
 : -4, -0.6, 13, -9, -0.8, -0.5, -8, -0.9, 5
> O=C(Nc1cccc(C(=O)O)c1)/C(=C\c1ccc2c(c1)OCO2)NC(=O)c1ccccc1
 : 3, -1.3, 8, -8, -1.5, -0.5, 2, -1.0, 5
> Cc1cc(C(=O)NC2=NCCS2)c2ccccc2n1
 : -5, 0.4, 6, -12, 1.0, -0.4, -10, -0.7, 2
> Cn1nnnc1SCC(=O)NC(C)(C)C
 : -8, -1.4, 12, -11, ·, -0.1, 0, -2.0, 0
> CC(C)(C)C1=CC(O)(c2ccccc2)C=C(C(C)(C)C)C1=O
 : 8, -1.2, 2, -3, 0.9, -0.9, -1, -0.4, 9
> COC(=O)c1ccc(C2NC(=O)CCC2[N+](=O)[O-])cc1 (stereo not given)
 : 2, 0.3, -1, -5, 0.0, 0.9, -12, 1.1, -7
> COc1ccc(C(=O)N2CCCC(C)(C(=O)NS(=O)(=O)C3CC3)C2)c(OC)c1 (stereo not given)
 : -5, ·, 5, -7, 0.0, -0.2, 4, -2.8, -1
> CCCn1c(SCC(=O)N2CCN(c3ccccc3)CC2)nc2ccccc2c1=O
 : 2, 1.4, 1, -2, ·, 1.6, -1, 1.5, 17
